# BRCA1 expr act = activators of BRCA1 expression | MCF7-BRCA1-FFLuc reporter, luminescence, 48 h; response scale: scaled: vehicle 0%, 10 µM genistein 100% | Potency, µM (series often up to 46.1 µM), inactives show top-dose activation, actives largely listed as activators | hit rate 1.1% among 380,000; active = well fitted activation curve with a large enough effect; inconclusive = small, poorly fitted or top-dose-only effect; inactive = no such curve, though single readings can be large or run the other way; note: nearly all actives have a fitted effect of over 80% in size; some results filed as inactive show a strong effect at the top dose
#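 MCF7-BRCA1-FFLuc cells, 2000/well in phenol-red-free MEM, attached 2 h then treated 48 h at 37 C. Luciferase luminescence read 15 min after reagent; normalized to genistein maximum activation (10microM) and DMSO, concentration-response fitted.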
# The depositor's hits bear a star; ? = inconclusive; & = joins results of further samples. Potency is the fitted concentration of half-maximal effect.
SMILES,BRCA1 expr act
O=C1O[C@@H](c2ccccc2)C[C@@H](O)[C@H](O)CCc2ccccc21,2%
COCCNC(=O)c1cc2c(c(-c3cccc(-c4cccc(OC)c4)c3)n1)[C@H](CCO)N(S(=O)C(C)(C)C)C2 (stereo not given in full),-13%
COC[C@@H]1CCCN1c1ccc2c(c1)O[C@H](COCc1ccccc1)CN([C@@H](C)c1ccccc1)S2(=O)=O,12%
CCCCNC(=O)c1ccc2nc(CC)c(N(CCC(C)C)CCN(C)C)n2c1,3%
CN(C)S(=O)(=O)c1ccc2c(c1)N(CC(=O)N1CCN(c3ccc(F)cc3)CC1)CCS2,0%
CC(C)OCCCn1c(SCC(N)=O)nc2c(sc3ccccc32)c1=O,-4%
CCc1cccc(CC)c1NC(=O)C(CC)n1nc(C)n2c(cc3cc(C)ccc32)c1=O (stereo not given),-6%
O=C(O)CCn1cnc2onc(-c3cc(F)cc(F)c3)c2c1=O,10%
CCNC(=O)N(C)c1c(CC)nc2ccc(C(=O)N3CCN(C(=O)c4ccco4)CC3)cn12,11%
COc1ccc(-c2csc(C(C)(NC(C)=O)c3ccccc3)n2)cc1 (stereo not given),0%
Cc1cc(C(=O)N2CCC2(C)C(=O)Nc2ccc3[nH]ncc3c2)nn1C (stereo not given),8%
N#Cc1ccc(C(=O)N2CCCC(c3cc(C(=O)NCc4cccnc4)no3)C2)cc1 (stereo not given),0%
Cc1cn2c(=O)cc(COC(=O)c3ccccc3F)nc2s1,0%
CN(C)c1ncnc2c1ncn2[C@H]1CN(Cc2cccs2)C[C@@H](CO)O1,1%
COc1ccccc1CNc1nc(Nc2ccccc2Cl)c2sccc2n1,-46%
Cc1ccc(CCNc2nc3ccccc3c3nc(-c4cccnc4)nn23)cc1,-2%
CCOC(=O)c1cc(-c2ccc(C)cc2)n(CC(=O)Nc2cccc(C(C)=O)c2)c1C,2%
CCOc1ccc(NC(=O)NCc2ccc3c(c2)CCN3C(C)=O)cc1,7%
O=C(C[n+]1cc(Br)cc(Br)c1)c1ccc2ccccc2c1,11%
COc1cc(C(=O)NCCc2sc(-c3ccc(C)cc3)nc2C)cc(OC)c1OC,-4%
Cc1ccc(Nc2ncc(C(=O)N3CCN(c4ccc(F)cc4)CC3)c3ccccc23)cc1Cl,-31%
COc1ccc(N2CCN(C(=O)c3[nH]c(C(F)(F)F)nc3-c3ccccc3)CC2)cc1,-19%
CC1(Cc2c(Cl)cccc2Cl)C(=O)Nc2cc(-c3ccccc3Cl)ccc21 (stereo not given),-6%
OC[C@H]1O[C@@H](c2nc(-c3nc(-c4ccc(F)cc4)no3)cs2)[C@H](O)[C@@H](O)[C@H]1O,?
Cc1ccc(Cl)cc1NC(=O)Cn1c(=O)n(Cc2ccc(C(=O)NCc3ccc4c(c3)OCO4)cc2)c(=O)c2ccccc21,6%
COc1ccc(NC(=O)c2cc(-c3cc(C)cc(F)c3)n[nH]2)cc1OC,-2%
N#Cc1ccc(OC(=O)c2cc(-c3ccc(Cl)cc3)on2)cc1,3%
CCCN1CCN(CC2=C(C(=O)OCC)C(c3ccc(OC(C)C)cc3)NC(=O)N2)CC1 (stereo not given),4%
CCOC(=O)c1c(C)[nH]c(C)c1S(=O)(=O)N1CCCC(C(=O)Nc2ccc(OC)c(Cl)c2)C1 (stereo not given),-14%
CCOC(=O)c1ccc(NC(=O)CSc2nccn2-c2cc(C)cc(C)c2)cc1,-7%
CCCCNC(=O)C1(C)CCN1C(=O)c1cccc(OC(F)(F)F)c1 (stereo not given),6%
COc1ccc(NC(=O)Cn2c(=O)n(-c3ccccc3)c(=O)c3c4c(sc32)CCCC4)cc1,6%
Cc1ccc2nc(C(C)(C)C)c(Cc3ccsc3)n2c1,-3%
CNc1cncc(-c2ccc(NS(C)(=O)=O)cc2)n1,-5%
Cc1ccc(C)c(-c2[nH]c3c(c2-c2c(-n4cccc4)n(C)c(=O)[nH]c2=O)c(=O)[nH]c(=O)n3C)c1,-6%
Cc1ccc(C(=O)NCC(=O)OCc2cc(=O)n3nc(C4CC4)sc3n2)cc1,16%
O=c1[nH][nH]c2c1C(c1ccc(F)cc1)OC(CCc1ccccc1)C2 (stereo not given),3%
CCOC(=O)C1=C[C@@H](C(C)(C)C)N(S(=O)(=O)c2ccc(C)cc2)[C@H]1c1cccc2ccccc12,-21%
Cc1ccc2c(C(=O)CNC3=NCCS3)c(C)[nH]c2c1,-10%
Cc1cccc(NC(=O)C2CCC(CNS(=O)(=O)c3csc(C(N)=O)c3)CC2)c1C (stereo not given),-13%
O=C(c1cccc(Br)c1)c1nc2ccccc2[nH]c1=O,18%
CCCN1CNc2c(c(=O)[nH]c(=S)n2CCc2cccc(OC)c2)C1,2%
O=C(CSc1ncc(CO)n1Cc1ccc(Cl)cc1)NCc1ccc(F)cc1,0%
NC(=O)c1nsc(C(=O)N(CC(=O)NC2CCCCC2)Cc2ccc3c(c2)OCO3)c1N,-1%
Cc1ccc2oc(=O)c3cc(C(=O)Nc4ccc(F)cc4F)sc3c2c1,2%
Cc1ccccc1S(=O)(=O)NC(=O)C1(C)CCN1C(=O)CC(c1ccccc1)c1ccccc1 (stereo not given),10%
CCCCC(=O)N(C)c1c(CC)nc2c(OCC(=O)N(C)C)cccn12,19%
CCC(Sc1ncnc2sc3c(c12)CCCC3)C(=O)OCC(C)C (stereo not given),1%
CC(O)(c1cccc(F)c1)c1nc(-c2cncnc2)cs1 (stereo not given),-8%
Nc1ccc2c(c1)C(=O)N(c1ccc3ccccc3c1)C2=O,11µM*
Cc1csc2nc(COc3cccc(NC(=O)c4ccccc4F)c3)cc(=O)n12,6%
COc1cccc(OC)c1-c1cnc(NC(C)=O)cn1,0%
O=C(Nc1nccs1)c1ccc2sc([C@H]3C[C@H](O)[C@@H](CO)O3)nc2c1,13µM*
COc1ccc(CCNC(=O)c2c(O)nc3ccccn3c2=O)cc1OC,0%
COc1cc(OC)c(N(C)C(=O)Nc2cn(CC(C)C)c(=O)c3ccccc23)cc1Cl,-12%
COc1ccc([C@H]2CC(=O)C[C@@H](CCn3cc(CC4CCCC4)nn3)O2)cc1,15%
CN(C)CCNC(=O)c1ccc(-c2cn3c(-c4ccc(Oc5ccccc5)cc4)cnc3cn2)cc1,-18%
CCOC(=O)c1c(C)[nH]c(C)c1S(=O)(=O)N(C)CC(=O)Nc1ccc(C)c(N(C)C)c1,-6%
O=C(c1cc(Cl)cc(Cl)c1)N1CCC(=O)N([C@H](COCc2ccccc2)Cc2ccccc2)CC1,-13%
Brc1cccc[n+]1Cc1ccccc1C[n+]1ccccc1Br,8%

# Following part.
SMILES,BRCA1 expr act
O=c1c(N2CCN(c3cccc(C(F)(F)F)c3)CC2)csc2ccccc12,0%
N#Cc1ccc(NC(=O)c2ccc3c(c2)nnn3C2CCCC2)cc1,10%
O=S1(=O)CC(N2CCN(CCO)CC2)CN1Cc1cn(Cc2ccccc2)nn1 (stereo not given),26%
CCC1CN(S(=O)(=O)c2cc(-c3cc(C)no3)ccc2C)c2cc(C)ccc2O1 (stereo not given),-20%
COc1ccc(NCc2cc3cc4c(cc3n(CC(=O)Nc3ccc(C)cc3C)c2=O)OCO4)cc1,-15%
COc1cc(CN2C[C@@H](CO)O[C@@H](n3cnc4c(NC(C)C)ncnc43)C2)cc(OC)c1OC,2%
CCCC(=O)N1CCCC1(C)C(=O)NCc1ccc(SC)cc1 (stereo not given),7%
Cc1ccccc1/C=C(\C#N)c1nc(-c2ccc(Cl)cc2)cs1,6%
CCCCN(C=O)c1c(CC)nc2ccc(C(=O)N3CCCCC3)cn12,-8%
CC(=O)OC[C@@H]1CN(Cc2ccccc2)C[C@H](n2cnc3c(NC4CCCC4)ncnc32)O1,24%
C(=C\c1ccccc1)/CN1CCN(C(c2cc3ccccc3o2)c2nnnn2C2CCCCC2)CC1 (stereo not given),14%
Cc1ccc(S(=O)(=O)N2CCN(c3nc(-c4cccs4)nc4ccccc34)CC2)cc1,0%&0%&-8%&6%
CCOC(=O)c1sc2nc(OCc3cccnc3)cc(C)c2c1N,0%
CC(C)CNc1ncnc2c1ncn2[C@H]1CN(Cc2ccc(-c3ccccc3)cc2)C[C@@H](CO)O1,-39%
COC(=O)[C@@]1(Sc2ccc(OC)cc2)CC(=O)N[C@@H]1c1ccccc1,4%
COC(=O)c1sc(NC(=O)/C=C/c2ccc(OC)c(OC)c2)c(C(=O)OC)c1C,1%
COc1ccc(C(C)NC(=O)C2CCN(CCOc3ccc(Cl)cc3Cl)CC2)cc1OC (stereo not given),-25%
Cc1cccc(Cc2cnc(NC(=O)C3Cc4ccc(C)cc4C(=O)O3)s2)c1 (stereo not given),-15%
COC(=O)c1ccc2nc(-c3ccco3)c(Cc3ccc(OC)cc3C)n2c1,5%
CN(C(=O)c1ccc2c(c1)N(Cc1ccccc1F)C(=O)c1ccccc1S2(=O)=O)C1CCCCC1,-31%

# Part of the list above, with each value named:
Structure: CCOC(=O)c1c(C)[nH]c(C)c1S(=O)(=O)N1CCCC(C(=O)Nc2ccc(OC)c(Cl)c2)C1 (stereo not given)
  BRCA1 expr act: -14%

Structure: COc1cccc(OC)c1-c1cnc(NC(C)=O)cn1
  BRCA1 expr act: 0%

Structure: COc1cc(OC)c(N(C)C(=O)Nc2cn(CC(C)C)c(=O)c3ccccc23)cc1Cl
  BRCA1 expr act: -12%

Structure: CN(C(=O)c1ccc2c(c1)N(Cc1ccccc1F)C(=O)c1ccccc1S2(=O)=O)C1CCCCC1
  BRCA1 expr act: -31%

# Gathered by group, the compounds so far with a CF3 group.
SMILES,BRCA1 expr act
COc1ccc(N2CCN(C(=O)c3[nH]c(C(F)(F)F)nc3-c3ccccc3)CC2)cc1,-19%
CCCCNC(=O)C1(C)CCN1C(=O)c1cccc(OC(F)(F)F)c1 (stereo not given),6%
O=c1c(N2CCN(c3cccc(C(F)(F)F)c3)CC2)csc2ccccc12,0%

# (further entries)
SMILES,BRCA1 expr act
CC(C)c1nnc(NC(=O)C2CCN(C(=O)C(C)(C)C)CC2)s1,0%
Cc1ccc(S(=O)(=O)Cc2ccc(C(=O)NCCc3ccc(Cl)cc3)o2)cc1,-34%
COc1ccc(OCC(=O)Nc2c(C(=O)N3CCN(c4ccccc4)CC3)oc3ccccc23)cc1,-3%
COC(=O)[C@@]1(Cc2ccc(F)cc2)[C@H]2C(CC(=O)C(=O)N3CCCC3)C(=O)C[C@H]2CN1C(=O)c1ccccc1 (stereo not given in full),-15%
CCOc1ccc(C(=O)Nc2cc(-c3nc4ccccc4s3)ccc2OC)cc1,15%
CCOC(=O)N1CCN(C(=O)C[C@@H]2C[C@@]3(C(=O)OCC)CCCC=C3N(Cc3ccc(Cl)cc3Cl)C2=O)CC1,-10%
COCCCNC(=O)CCc1c(C)nc2cc(-c3ccc(Cl)cc3)nn2c1C,-43%
Cc1cc(Br)ccc1NC(=O)COc1cc(=O)n(C)c2ccccc12,-1%
Cc1noc(C)c1-c1ccc(C(=O)N2CCN(C)CC2)c2occc12,-1%
Cc1cc(C)cc(OCC(=O)Nc2nc3c(s2)CC(C(C)(C)C)CC3)c1 (stereo not given),0%
CCc1ccc(OC2(C)CCN(CCOc3ccc(C)cc3)C2)cc1 (stereo not given),-7%

# A portion of the library, so the mix of outcomes need not match the whole.
